Assay outcomes deposited in PubChem by Broad Institute.
CD40 NFkB inh: CD40 pathway inhibition in BL2 cells | BL2 NF-kB luciferase reporter, CD40L-induced, 4 h | AID 1053188 | 0.94% of 83,000 active | inhibition, % at 10 µM;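 active = mean inhibition of at least 50% with a set share of replicates also reaching that level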;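 also: 0% = neutral control wells and 100% = IKK inhibitor VII at 50 µM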
Active calls of the source: *; [ ] = another dose, or the depositor's remark. Not all compounds are listed, so the mix of outcomes need not match the whole.

SMILES	CD40 NFkB inh
C[C@@H]1CN([C@H](C)CO)C(=O)c2cccc(NS(=O)(=O)c3ccc(Cl)cc3)c2O[C@H]1CN(C)C(=O)Nc1ccc2c(c1)OCO2	-6[25 µM]
O=C(N/N=C/c1ccc(O)c(O)c1)c1ccc(-n2cnnn2)cc1	0
COc1ccccc1/C=C/CN1CCCC(CO)(CCc2ccccc2)C1 (stereo not given)	11
C[C@H](CO)N1C[C@H](C)[C@@H](CN(C)S(=O)(=O)c2ccccc2)OCCCC[C@H](C)Oc2ccc(NC(=O)Nc3cccc4ccccc34)cc2C1=O	9
CN1C(=O)c2cc(NC(=O)c3cnccn3)ccc2OC[C@H]2O[C@@H](CC(=O)NCC3CC3)CC[C@@H]21	7
CCn1c(=O)c2cc(C(=O)NCCN(C)C)sc2c2ccccc21	5
CC(=O)N(CC(C)C)C[C@@H]1[C@H](c2ccc(C3=CCCC3)cc2)[C@H](CO)N1C(C)=O	22[25 µM]
CCC(=O)N(C)C[C@H]1[C@H](c2ccc(C3=CCCCC3)cc2)[C@@H](CO)N1C(=O)CC	2[25 µM]
Cc1sc2ncnc(NCCCn3ccnc3)c2c1C	8
O=C(NC1CCCCC1)c1ccc(NS(=O)(=O)c2cccc3cccnc23)cc1	7
CCOCCCn1c(NN)nc2ccccc2c1=O	4
COc1ccc(C2CC(c3ccc4ccccc4c3OC(C)=O)=NN2C(C)=O)cc1 (stereo not given)	-72
Cc1cc(-c2ccc(C)c(S(=O)(=O)NCCCN3CCCCCC3)c2)on1	3
O=C(Nc1nnc(-c2ccc3c(c2)OCCO3)o1)C1CCCCC1	-28
CN1c2ccc(C3=CCCCC3)cc2[C@@H]2[C@@H](CCN2C(=O)C2CC2)[C@@H]1CO	14
Nc1ccc2c(c1)C(=O)Cc1ccccc1S2	9
Cc1nnc(NC(=O)c2ccccc2Oc2ccccc2)s1	4
COc1cc2c(cc1OC)C1Cc3ccc(OC)c(OC)c3CN1CC2 (stereo not given)	-15[25 µM]
CC(C)[C@H]1COCc2cnnn2CCC[C@@H](C)C(=O)N1	-2[25 µM]
Cn1c(SCC(=O)Nc2cccnc2Cl)nnc1-c1ccco1	-3
CO[C@H]1CN(C)C(=O)c2ccc(NC(=O)C3CCCCC3)cc2OC[C@@H](C)N(Cc2cccnc2)C[C@@H]1C	2
COc1ccc(C(=O)NCC2(c3ccccc3)CCOCC2)cc1	-27
Cc1ccc(S(=O)(=O)NCCCCCC(=O)Nc2c(C)n(C)n(-c3ccccc3)c2=O)cc1	7
CC(C)n1ncc2c(C(=O)O)cc(C3CC3)nc21	0
COCc1c(C(=O)N2CCN(Cc3nc4ccccc4s3)CC2)oc2ccccc12	-27

Shown with bars between the fields: part of the list above.
Structure | CD40 NFkB inh
COc1ccccc1/C=C/CN1CCCC(CO)(CCc2ccccc2)C1 (stereo not given) | 11
C[C@H](CO)N1C[C@H](C)[C@@H](CN(C)S(=O)(=O)c2ccccc2)OCCCC[C@H](C)Oc2ccc(NC(=O)Nc3cccc4ccccc34)cc2C1=O | 9
CN1C(=O)c2cc(NC(=O)c3cnccn3)ccc2OC[C@H]2O[C@@H](CC(=O)NCC3CC3)CC[C@@H]21 | 7
CCn1c(=O)c2cc(C(=O)NCCN(C)C)sc2c2ccccc21 | 5
CC(=O)N(CC(C)C)C[C@@H]1[C@H](c2ccc(C3=CCCC3)cc2)[C@H](CO)N1C(C)=O | 22[25 µM]
CCC(=O)N(C)C[C@H]1[C@H](c2ccc(C3=CCCCC3)cc2)[C@@H](CO)N1C(=O)CC | 2[25 µM]
Cc1sc2ncnc(NCCCn3ccnc3)c2c1C | 8
O=C(NC1CCCCC1)c1ccc(NS(=O)(=O)c2cccc3cccnc23)cc1 | 7
CCOCCCn1c(NN)nc2ccccc2c1=O | 4
COc1ccc(C2CC(c3ccc4ccccc4c3OC(C)=O)=NN2C(C)=O)cc1 (stereo not given) | -72
Cc1cc(-c2ccc(C)c(S(=O)(=O)NCCCN3CCCCCC3)c2)on1 | 3
O=C(Nc1nnc(-c2ccc3c(c2)OCCO3)o1)C1CCCCC1 | -28
CN1c2ccc(C3=CCCCC3)cc2[C@@H]2[C@@H](CCN2C(=O)C2CC2)[C@@H]1CO | 14
Nc1ccc2c(c1)C(=O)Cc1ccccc1S2 | 9
Cc1nnc(NC(=O)c2ccccc2Oc2ccccc2)s1 | 4

(next part)
SMILES	CD40 NFkB inh
O=C(c1ccco1)N1CCCN(Cc2cn[nH]c2-c2ccc(-c3ccccc3)cc2)CC1	-72
COc1ccc(-n2c(C)cc(C(=O)CCl)c2C)cc1	0
COC(=O)C(CC(C)C)NC(=O)C(N)Cc1ccccc1 (stereo not given)	12
O=C(Nc1cccc(S(=O)(=O)N2CCCCCC2)c1)c1ccc(=O)[nH]c1	4
CC1(C)NC(=O)N(CC(=O)Nc2nc(-c3ccc(F)cc3)cs2)C1=O	-4
COc1ccc(CCNC(=O)C2CC(=O)N(C3CCCCCCC3)C2)cc1OC (stereo not given)	-2
Cc1noc(C)c1C(=O)N1CCN(S(=O)(=O)c2ccc(F)cc2)CC1	5
O=C(COc1cc([N+](=O)[O-])cc2cccnc12)NCCC1=CCCCC1	9
Nc1nc2c(ncn2COCCO)c(=O)[nH]1	16
CC=Cc1ccc2n(c1=O)C[C@@H]1[C@@H](CO)[C@H](C(=O)NCC(F)(F)F)[C@H]2N1C(=O)C1CCC1 (mixture of isomers)	8
COC(=O)c1ccc2c(=O)n(CC3CCCO3)c(SCC(=O)NCCc3ccc(S(N)(=O)=O)cc3)nc2c1 (stereo not given)	3
Cc1noc(NS(=O)(=O)c2ccc(N/C=C\C(=O)c3ccc(Br)cc3)cc2)c1C	-20
Cc1ccnc(NC(=O)C2CC(=O)N(c3ccc4c(c3)OCCO4)C2)c1 (stereo not given)	33
CCCCCCC(=O)Nc1ccc(Cl)cn1	-54
O=C(Nc1ccccc1C(=O)NCc1cccnc1)c1ccco1	8
CCCCc1ccc(NC(=O)N[C@H](C(=O)O)C(C)CC)cc1 (stereo not given in full)	0
Cc1cc(C(=O)NCC(c2ccco2)N(C)C)no1 (stereo not given)	4
CCCCN(C)CCC(=O)Nc1ccc2c(c1)CCC2	-4
CN(C(=O)C1CCC(=O)N(CCCN2CCCC2=O)C1)C(C1CC1)C1CC1 (stereo not given)	-8
COc1cccc(NS(=O)(=O)c2ccc(-n3cccn3)cc2)c1	8
COc1ccc(C(=O)CN2CCN(c3cc(C)nc4ccccc34)CC2)cc1	14
O=S(=O)(NC[C@@H]1N[C@@H](CO)[C@@H]1c1ccccc1)c1ccccc1	-3[25 µM]
COc1ccccc1CNC(=O)CN1C(=O)NC2(CCCCCC2)C1=O	7
CCCS(=O)(=O)NC(=O)C1(C)CCCN(C(=O)c2ccccc2F)C1 (stereo not given)	-4
CCCCn1c(C(C)O)nc2ccccc21 (stereo not given)	4
Next entries follow.
SMILES	CD40 NFkB inh
COCCN1CCn2c(nc3cc(NC(=O)c4ccc(OC)cc4)ccc32)C1	-9
CCCCS(=O)(=O)C1CCS(=O)(=O)C1 (stereo not given)	-2
Cc1cccc(-c2ccc([C@H]3[C@H]4CN(C(=O)c5ccc6c(c5)OCO6)CC(=O)N4[C@H]3CO)cc2)c1	9[25 µM]
C/C(=N\NC(=O)Nc1ccccc1)c1ccccc1	-1
O=c1c2ccccc2nnn1Cc1nnc(-c2ccccc2Br)o1	-44
COC(=O)c1ccc(CN(C(C)=O)c2ccccc2)o1	7
CCS(=O)(=O)N1CC2(CN(C(=O)c3ccc(F)cc3)[C@@H](CO)c3c2c2ccc(OC)cc2n3C)C1	8[25 µM]
CC(C)CC(C)NC(=O)c1ccc(C(F)(F)F)cc1 (stereo not given)	0
Cc1ccnc(NC(=O)c2ccc(NC(=O)CC3SC(N4CCCC4)=NC3=O)cc2)c1 (stereo not given)	-15
COc1ccc(OCCOC(=O)CNC(=O)c2cccc(C)c2)cc1	6
O=C(COC(=O)c1cnccn1)Nc1cc(S(=O)(=O)N2CCOCC2)ccc1Cl	3
O=C(c1cc(-c2ccncc2)nc2ccccc12)N1CCOCC1	8
CC(=O)c1cccc(NC(=O)COC(=O)CCc2ccc(S(=O)(=O)N3CCOCC3)cc2)c1	-4
COc1ccc2c(COC(=O)CCS(=O)(=O)c3ccc(C)cc3)cc(=O)oc2c1	3
O=C(Nc1ccc2c(c1)[C@@H]1C[C@H](CC(=O)N3CCCCC3)O[C@H](CO)[C@@H]1O2)NC1CCCC1	2
CC1(c2ccc3c(c2)OCCO3)NC(=O)N(CC(=O)Nc2ccccc2)C1=O (stereo not given)	-5
COc1ccc(C(=O)Nc2ccc(N3CCOCC3)cc2)cc1OC	-36
O=C(CSc1cn[nH]n1)Nc1ccccc1F	2
Cc1nc2nc(C)c(CCC(=O)O)c(C)n2n1	4
COc1ccc(N2Cc3cccc(C(=O)NC(C)CCc4ccco4)c3C2=O)cc1 (stereo not given)	-6
CS(=O)(=O)N1[C@@H]2CN(CC3CC3)C[C@H]1C2c1ccc(Br)cc1 (stereo not given in full)	-15
COc1ccc(C(=O)OCc2ccccc2C#N)cc1S(=O)(=O)N1CCOCC1	4
c1cncc(-c2nc(NCc3ccc4c(c3)OCO4)c3ccccc3n2)c1	-13
COc1cccc(N2CCN(C3C4CC5CC(C4)CC3C5)CC2)c1 (stereo not given)	-12
Cc1c(Cl)cccc1-n1nnnc1-c1cccs1	1

Arranged by count of non-hydrogen atoms (largest number first): part of the list above
SMILES	CD40 NFkB inh
COCc1c(C(=O)N2CCN(Cc3nc4ccccc4s3)CC2)oc2ccccc12	-27
CC(=O)N(CC(C)C)C[C@@H]1[C@H](c2ccc(C3=CCCC3)cc2)[C@H](CO)N1C(C)=O	22[25 µM]
CCCCc1ccc(NC(=O)N[C@H](C(=O)O)C(C)CC)cc1 (stereo not given in full)	0

(cont.)
SMILES	CD40 NFkB inh
CCc1ccc(N2CC(C(=O)Nc3cccc(C(=O)NC4CC4)c3)CC2=O)cc1 (stereo not given)	5
Nc1ccccc1SCc1cc([N+](=O)[O-])cc2c1OCOC2	-48
COc1ccc(NC(=S)NC2CC3CCCC(C2)N3C2CC2)cc1 (stereo not given)	3
O=C(Nc1cc(F)ccc1F)N1CCCCN2[C@H](CO)[C@H](c3ccc(C4=CCCCC4)cc3)[C@@H]2C1	23[25 µM]
COc1ccc(-c2csc(C(C)(O)c3cccc(F)c3)n2)cc1 (stereo not given)	-10
CCC(=O)NC[C@H]1[C@@H](c2ccc(C3=CCCC3)cc2)[C@@H](CO)N1CC1CC1	-10[25 µM]
O=C(NCCO[N+](=O)[O-])c1cccnc1	2[25 µM]
CC1CCN(c2ccc(NC(=O)c3ccc(Br)o3)cc2)CC1	-55
CC(C(=O)NCCc1nc2ccccc2[nH]1)n1cc([N+](=O)[O-])cn1 (stereo not given)	2
CCCCCN(C(=O)CCC(=O)OCC(=O)N1CCCCC1CC)c1c(N)n(CCCC)c(=O)[nH]c1=O (stereo not given)	1
CCNC(=O)[C@H]1[C@H](CO)[C@H]2Cn3c(ccc(-c4ccncc4)c3=O)[C@H]2N1Cc1cc(F)ccc1F	7[25 µM]
COc1cc(-c2nnc(COC(=O)c3ccc(C)o3)o2)cc(OC)c1OC	1
CN1c2ccc(Br)cc2[C@@H]2[C@@H](CCN2C(=O)C2CCCC2)[C@@H]1CO	10
C[C@H]1CN([C@@H](C)CO)C(=O)c2c(c3ccccc3n2C)-c2ccccc2CO[C@@H]1CN(C)C(=O)Nc1ccc2c(c1)OCO2	27[25 µM]
O=C(NCc1ccc(Cl)cc1)c1cc(=O)nc2sc(-c3ccccc3)nn12	11
CNc1ccc(C(=O)OCC(=O)NC(=O)NC2CCCCC2)cc1[N+](=O)[O-]	3
O=C(N[C@@H]1CC[C@@H](CCNS(=O)(=O)c2ccccc2)O[C@H]1CO)c1cnccn1	6
COc1ccccc1NC(=O)CN1CCSc2ccccc21	2
CC1CCN(CC(=O)Nc2ccccc2C(=O)c2ccccc2)CC1	-9
CC(NC(=O)Cc1cccs1)C(c1cccs1)N1CCOCC1 (stereo not given)	1
Cc1ccc(S(=O)(=O)Nc2ccc3c(c2)C(=O)N([C@@H](C)CO)C[C@@H](C)[C@@H](CN(C)Cc2ccc4c(c2)OCO4)OCCCC[C@H](C)O3)cc1	13
O=C(NC[C@H]1[C@H](c2ccccc2)[C@H](CO)N1Cc1ccccn1)C1CCCC1	-6[25 µM]
Cc1cc(NC(=O)c2cc(-c3ccccc3)on2)n(-c2ccccc2)n1	8
O=C(Oc1ccc2c(c1)OCO2)c1ccc(Br)c(S(=O)(=O)N2CCOCC2)c1	3
O=C(CC(c1ccccc1O)N1CCCCC1)N1CCCCC1 (stereo not given)	-19
Continued.
SMILES	CD40 NFkB inh
CC(C)[C@H]1C(=O)N[C@H](c2ccc3c(c2)OCO3)CC=CC[C@@H](C)Oc2ccccc2C(=O)N1C (mixture of isomers)	-1
O=C(CCNC(=O)C1CCN(S(=O)(=O)c2ccccc2)CC1)NC1CC1	1
Cc1ccc2c(c1)CCCN2C(=O)CCc1nc2ccccc2c(=O)[nH]1	8
O=C(OC1CCCCC1=O)c1cccc(S(=O)(=O)N2CCCCC2)c1 (stereo not given)	16
CC(C)C(=O)N=c1sc2cc(F)cc(F)c2n1C	0
Cc1cccc(/C=N/NC(=O)Cn2nc(C)cc2C)n1	22
O=C(NN=C1c2ccccc2-c2ccccc21)c1ccccn1	-30
O=C(Cn1cnc2ccccc2c1=O)Nc1ccc2c(c1)OCCO2	-102
CCC(C)Sc1nc2ccccc2n1CC(=O)O (stereo not given)	8
C[C@@H]1CN([C@@H](C)CO)C(=O)c2c(c3ccccc3n2C)-c2ccccc2CO[C@H]1CN(C)C(=O)[C@H](C)c1ccccc1	3
COc1cccc(C(=O)OCCCN(C)C)c1	-5
COc1cccc(-c2ccc3c(c2)[C@H]2[C@H](CCN2C(=O)CN2CCOCC2)[C@H](CO)N3)c1	-52[25 µM]
O=C(NNC(=O)c1ccc(Br)o1)c1ccc(NS(=O)(=O)c2cccs2)cc1	4
Cc1cc(C)nc(SCNC(=O)c2ccccc2)n1	11
O=C(NCc1cccnc1)C1c2ccccc2C(=O)N1C1CCCCCCC1 (stereo not given)	3
Cc1nn(Cc2ccc(Cl)cc2)c(C)c1NC(=O)C1CC=CCC1C(=O)O (stereo not given)	17
Cn1c2c(c3ccccc31)CCN(CCCCN1CCN(c3ccccc3)CC1)C2=O	3
CC1=C(C(=O)O)N2C(=O)C(NC(=O)c3c(F)cccc3F)C2SC1 (stereo not given)	9
CCOC(=O)c1sc(/N=C/N(C)C)nc1C	-10
